DAGLB inh: blocks human DAGLB lipase activity. Q8NCG7. AID 504411. inhibition, % at 5.17 µM. actives 0.059% (n = 340,000). HEK293T DAGLB membrane lysate, EnzChek fluorogenic substrate; in the data active means inhibition above about 34%;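 further: 0% = enzyme with vehicle and 100% = wells lacking enzyme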
Target sequence (Q8NCG7 whole entry, looked up): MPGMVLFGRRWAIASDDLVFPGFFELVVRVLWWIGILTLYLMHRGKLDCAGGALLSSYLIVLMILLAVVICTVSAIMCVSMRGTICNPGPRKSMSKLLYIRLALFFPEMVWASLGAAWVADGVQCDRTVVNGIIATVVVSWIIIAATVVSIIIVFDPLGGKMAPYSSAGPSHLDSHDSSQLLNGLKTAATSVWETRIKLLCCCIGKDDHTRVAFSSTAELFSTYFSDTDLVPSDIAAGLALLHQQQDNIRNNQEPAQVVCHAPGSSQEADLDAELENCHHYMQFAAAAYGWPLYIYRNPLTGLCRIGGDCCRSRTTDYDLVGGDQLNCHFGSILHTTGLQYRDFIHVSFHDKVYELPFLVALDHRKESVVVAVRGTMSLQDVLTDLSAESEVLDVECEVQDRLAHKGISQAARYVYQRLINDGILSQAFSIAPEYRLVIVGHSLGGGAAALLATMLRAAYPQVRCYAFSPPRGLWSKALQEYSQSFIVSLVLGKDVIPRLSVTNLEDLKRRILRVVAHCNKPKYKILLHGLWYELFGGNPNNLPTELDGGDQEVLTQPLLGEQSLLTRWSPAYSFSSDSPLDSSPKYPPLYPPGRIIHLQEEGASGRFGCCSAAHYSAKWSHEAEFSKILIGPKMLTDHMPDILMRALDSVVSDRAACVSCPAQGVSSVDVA
AddAB inh: less growth of phage-infected E. coli with AddAB; E. coli expressing H. pylori AddAB, absorbance growth; inhibition, % at 11.9 µM; actives 0.29% (n = 330,000); AID 435030; in the data active means inhibition above about 12%;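 further: 0% = vehicle wells of infected cells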
Tat export inh: E. coli Tat transport inhibition | E. coli MC4100 TorA-mCherry Tat export, fluorescence | inhibition, % at 10 µM | actives 0.036% (n = 340,000);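 active means mean replicate inhibition at least 50% and at least half of replicates individually reaching 50%; inconclusive means only one of the two criteria met; inactive means neither criterion met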;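 further: exported cargo escapes ClpAP degradation while cytoplasmic cargo is degraded and loses fluorescence; 0% = median of neutral control wells and 100% = median of NaSCN control wells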
phage Ecoli inh: E. coli growth loss with phage present | actives 0.26% (n = 360,000) | growth absorbance | inhibition, % at 11.9 µM | AID 651602; in the data active means inhibition above about 11%
PfHsp90 yeast 2: growth inhibition of yeast expressing Plasmodium Hsp90. AID 504621. S. cerevisiae expressing PfHsp90, BacTiter-Glo ATP, 48 h; yeast lacking PDR1 and PDR3 efflux regulators. actives 0.32% (n = 310,000). inhibition, % at 9.4 µM;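 active means every replicate shows inhibition above about 80%, whatever the replicate mean, limit read from the data; inconclusive means mean inhibition reaches the set limit but some replicate falls short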;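 further: 0% = DMSO neutral controls and 100% = 20 µM radicicol positive controls; yeast relying on Plasmodium falciparum Hsp90 in place of its own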
E coli growth: bacterial growth inhibition, counter-screen for AddAB inhibitors. inhibition, % at 11.9 µM. actives 0.27% (n = 330,000). E. coli V3065 growth, OD600 absorbance, 18 h. AID 449728;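 active means inhibition above the campaign's mean inhibition across all tested compounds plus 3 SD, cut at about 9.9% in these data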;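 further: uninfected addAB+ strain grown without phage in ampicillin broth; 0% = DMSO wells and 100% = ciprofloxacin 0.95 µg/ml wells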
CAL PDZ inh: human CAL PDZ-peptide interaction inhibition | Q9HD26 | purified CAL PDZ, TMR-peptide fluorescence polarization, 1 h | inhibition, % at 20 µM | actives 0.02% (n = 330,000) | AID 504414;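 active means highest replicate inhibition of at least 40%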;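 further: plate controls were DMSO neutral control wells for no effect and unlabeled competitor peptide control wells for full effect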
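Test system: purified CerCALP PDZ construct; Compound dosing: one concentration, 20 µM compound; Also added: TMR-labelled reporter peptide T*-PRC34 bound in PDZ groove; Read-out: inhibition from polarization loss; Controls: unlabelled peptide and DMSO controls; Signal: FP readout, S and P plane fluorescence; Incubation: 1 h at RT.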
Wnt bcat act: activates Wnt/beta-catenin signaling in a reporter cell assay; activator, plate reader; activation, % at 9.35 µM; actives 1.2% (n = 300,000); AID 743398; in the data active means activation above about 30%, passing the limit was not always enough; inconclusive means no clear call, values can overlap the other calls;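 further: 0% = neutral control wells and 100% = positive control wells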
Rtt109 Vps75: inhibitors of Candida albicans Rtt109/Vps75 histone acetyltransferase | Q5AAJ8 | purified Rtt109/Vps75, ThioGlo CoA-SH fluorescence, 4 h | inhibition, % at 34.9 µM | actives 0.16% (n = 330,000) | AID 540336;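 active means inhibition of at least 50% in every replicate; inconclusive means best replicate reaches 50% inhibition but some replicates fall short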
Target sequence (Q5AAJ8 whole entry, looked up): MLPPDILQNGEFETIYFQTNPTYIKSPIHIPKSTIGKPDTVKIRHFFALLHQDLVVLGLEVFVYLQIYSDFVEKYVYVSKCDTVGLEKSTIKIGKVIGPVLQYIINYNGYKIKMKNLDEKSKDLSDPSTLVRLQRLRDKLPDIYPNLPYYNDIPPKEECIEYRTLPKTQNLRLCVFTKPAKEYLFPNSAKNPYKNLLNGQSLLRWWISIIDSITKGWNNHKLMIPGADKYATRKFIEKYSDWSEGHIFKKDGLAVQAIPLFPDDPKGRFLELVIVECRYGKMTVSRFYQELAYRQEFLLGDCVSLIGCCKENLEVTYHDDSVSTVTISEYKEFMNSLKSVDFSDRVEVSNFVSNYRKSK
PvdQ acylase: P. aeruginosa PvdQ acylase inhibition; purified PvdQ acylase, fluorescence plate reader; inhibition, % at 10 µM; actives 0.063% (n = 340,000); AID 488965; in the data active means inhibition above about 30%, passing the limit was not always enough; inconclusive means no clear call, values can overlap the other calls;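 further: 0% = vehicle neutral wells and 100% = reference inhibitor wells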
The depositor's hits bear a star; ? = inconclusive; nt = no result given.

Fields – DAGLB inh	AddAB inh	Tat export inh	phage Ecoli inh	PfHsp90 yeast 2	E coli growth	CAL PDZ inh	Wnt bcat act	Rtt109 Vps75	PvdQ acylase
- CC1(c2nnc(-c3cccc(Cl)c3)o2)CC(c2ccc(Br)cc2)=NO1 (stereo not given)
→ -1	3.2	0	0.2	-15	0.3	1.3	-3	7	-8
- COc1ccc(S(=O)(=O)Nc2ccc(-n3cccc3)cc2)cc1
→ -4	-1.3	-9	1.7	-10	1.5	-2.0	3	4	-13
- Nn1c(SCC(=O)NC2CCCCC2)nnc1-c1ccco1
→ 0	1.9	5	1.8	-1	0.5	-0.2	-4	-2	-13
- COC(=O)CCN(C(=O)C12CC3CC(CC(C3)C1)C2)c1ccccn1
→ -3	-0.2	-1	0.4	-2	0.0	-0.3	nt	17	-1
- CC1=CCC2C(=O)N(c3ccc4ccccc4n3)C(=O)C2C1 (stereo not given)
→ -2	-0.2	-6	4.5	-9	0.2	nt	nt	4	-8
- CCn1c(=N)n(CCOc2ccc(OC)cc2)c2ccccc21
→ 0	4.0	-14	4.6	1	3.7	-1.4	-4	7	-15
- Cc1ccc2sc(NC(=O)c3cccc(N4C(=O)CCC4=O)c3)nc2c1C
→ -1	-1.0	-1	0.9	0	2.3	-0.4	0	-4	-12
- CN(CC(=O)Nc1ccc(F)cc1)CC(=O)NC1CCCCC1
→ 2	0.3	-2	1.3	11	3.5	1.6	-4	4	-11
- Clc1ccc(C(c2ccccc2)N2CCN(c3ccccn3)CC2)cc1 (stereo not given)
→ -9	0.9	2	0.1	21	2.1	-1.4	-6	2	-15
- O=C(c1ccc(C(=O)N2CCCc3ccccc32)nc1)N1CCCc2ccccc21
→ 4	0.6	-4	2.0	-23	0.6	-3.0	-3	-5	-2
- O=C(Cc1ccc(NC(=O)C2CCCN(C(=O)CCc3ccccc3)C2)cc1)Nc1ccc(C(=O)N2CCOCC2)cc1 (stereo not given)
→ 1	nt	3	1.0	3	nt	-1.2	-2	-15	-18
- CC1(C)C(=O)NCCN1C(=O)CC1C(=O)NCCN1Cc1cccc(C(F)(F)F)c1 (stereo not given)
→ 0	2.4	2	0.7	19	-0.2	-1.9	-1	8	3
- CC(=O)Nc1ccc(NC(=O)c2cccc(Oc3ccccc3)c2)cc1
→ 1	5.2	7	0.5	-23	0.4	-2.3	0	-9	-9
- CCN(CC)S(=O)(=O)c1ccc(C(=O)N2CCN(c3ncccn3)CC2)cc1
→ 1	3.2	2	0.6	-1	-2.6	-1.1	-2	6	-12
- O=C(OCc1cc(Cl)ccc1OC(F)F)c1cncc(Br)c1
→ -15	-1.0	9	2.7	-21	-0.7	-0.7	-1	4	-6

Continuation.
Fields – DAGLB inh	AddAB inh	Tat export inh	phage Ecoli inh	PfHsp90 yeast 2	E coli growth	CAL PDZ inh	Wnt bcat act	Rtt109 Vps75	PvdQ acylase
- COc1cccc(CNS(=O)(=O)c2ccc(S(=O)(=O)NC3CC3)cc2)c1
→ 1	1.9	1	0.1	-26	1.9	-0.7	0	-4	-9
- CC(C(=O)N1CCc2ccccc21)N1CCN(S(=O)(=O)c2ccc(C(F)(F)F)cc2)CC1 (stereo not given)
→ -7	0.3	8	1.3	nt	1.4	0.7	-4	-1	-10
- O=C(CCN1C(=O)/C(=C/c2ccccc2)SC1=S)NCCc1ccc(O)cc1
→ 2	0.7	0	nt	-10	-2.9	0.0	nt	5	1
- CC(C)(C)OC(=O)C[C@H]1C/C=C\C[C@@H](CC(=O)N(CCO)Cc2ccccc2)C(=O)N[C@H](Cc2ccccc2)COC1=O
→ 0	0.7	2	-0.2	-2	-1.1	-0.6	-3	2	-8
- CCCCn1c(O)c(/C=C2\C=NN=C2c2ccccc2)sc1=S
→ -11	3.0	-10	2.6	0	1.1	-0.7	nt	8	-10
- Nc1ccc2nc3c(c(Cl)c2c1)CCCC3
→ 1	1.4	0	1.1	-8	-1.0	-1.0	9	-2	-15
- CCOc1cc(N2CCOCC2)c(OCC)cc1NC(=O)Cn1[nH]c(=O)c2ccccc2c1=O
→ 0	2.8	3	1.2	-4	-0.1	-0.2	-4	-4	-19
- COC(=O)[C@@]12CCCCN1[C@H](c1ccc(-c3ccc(OC)cc3)cc1)[C@@H]1C(=O)N(C)C(=O)[C@@H]12
→ -2	-0.3	-2	-0.1	-8	-0.9	0.6	-10	-5	-8
- C[C@H](NC(=O)c1[nH]cnc1C(=O)Nc1cccc(Cl)c1)c1ccccc1
→ -4	-2.3	-9	-1.3	-10	-4.3	-0.9	-5	-1	-11
- O=C(/C=C/c1ccc(F)cc1)NCCC1=CCCCC1
→ -12	0.2	4	7.6	-4	1.2	-0.9	65*	-2	-12
- CCC1(O)C(=O)OCc2c1cc1n(c2=O)Cc2cc3c(N)cccc3nc2-1 (stereo not given)
→ -1	nt	7	1.6	-23	nt	-0.9	-7	-3	-10
- CC1(C(=O)NC(=S)NNC(=O)c2ccncc2)CCCCC1
→ 1	-1.1	-6	-4.5	22	-7.2	0.2	-8	-4	-10
- CCCCn1c(SCn2nnc3ccccc3c2=O)nc2cc(S(N)(=O)=O)ccc21
→ 5	0.4	-11	0.3	48	2.0	-4.8	nt	1	-6
- CCOc1ccc(S(=O)(=O)c2c(C(=O)c3ccccc3)cnc3cc4c(cc23)OCCO4)cc1
→ -6	4.8	5	-0.9	-36	1.0	-0.1	-7	4	-12
- Cc1ccccc1CC(=O)Nc1cc(C(C)(C)C)on1
→ -3	0.3	-1	2.5	-11	-0.9	-0.6	0	-9	-8

(cont.)
Fields – DAGLB inh	AddAB inh	Tat export inh	phage Ecoli inh	PfHsp90 yeast 2	E coli growth	CAL PDZ inh	Wnt bcat act	Rtt109 Vps75	PvdQ acylase
- CCOc1ccccc1Nc1cc2n(c(=O)n1)CCc1cc(OC)c(OC)cc1-2
→ 1	1.9	2	1.3	-6	-0.5	-1.9	-1	nt	-11
- CCC(=O)Nc1ccc(C(=O)COC(=O)C(CCSC)NC(=O)COc2ccccc2)cc1 (stereo not given)
→ 1	-0.1	-2	-0.5	-8	0.2	-3.2	-4	-5	-6
- CSc1nsc(SCC(=O)NCc2ccc(C)cc2)n1
→ -2	nt	13	3.3	28	nt	nt	-2	-3	-19
- COc1ccc(Br)cc1CN1CCN(Cc2c[nH]c3ccccc23)CC1
→ -1	-0.2	5	-0.4	6	2.4	-1.0	1	0	-9
- COc1ccc(C(=O)Nc2ccc(C)c(S(=O)(=O)N3CCOCC3)c2)cc1S(=O)(=O)N1CCCC1
→ 0	nt	-2	-0.3	nt	nt	-0.6	-1	8	-16
- COc1nc(C)ccc1-c1noc(-c2cccs2)n1
→ nt	0.7	-6	1.3	18	-2.0	-1.4	-3	-7	-6
- CCOC(=O)Nc1ccc2nc(N3CCCCCC3)sc2c1
→ -2	-0.2	14	-1.0	0	-1.3	-0.7	18	3	?
- CC(C)=NN1C(c2nonc2N)=NOC1(C)C
→ nt	0.4	nt	3.6	nt	0.2	nt	0	nt	nt
- Cc1cccc(-n2c(CCn3nc(C)c([N+](=O)[O-])c3C)n[nH]c2=S)c1
→ 2	-1.1	-11	-0.2	13	1.2	-1.6	0	3	2
- O=C(c1ccc2nc[nH]c2c1)N1CCN(c2cccc(C(F)(F)F)c2)CC1
→ -1	nt	-3	-0.2	9	nt	-2.9	3	1	-6
- C=CCN1C(=O)C(C)S/C1=N\S(=O)(=O)c1ccc(Cl)cc1 (stereo not given)
→ -1	0.6	-4	1.3	9	1.4	-0.4	nt	16	12
- CC1(C)CC(CC(=O)Nc2ccccc2[N+](=O)[O-])C(=O)O1 (stereo not given)
→ -1	1.1	-7	4.7	17	-1.8	-2.4	1	5	-8
- COC(=O)Cc1c(C)c2ccc(OCC(=O)N3CCOCC3)cc2oc1=O
→ -6	2.4	-1	1.8	16	-1.4	-1.2	1	29	4
- CC(C)CN(C(=O)COC(=O)c1ccccc1SCC(=O)N1CCCC1)C1CCS(=O)(=O)C1 (stereo not given)
→ -1	nt	0	0.5	-11	nt	-0.4	3	15	8
- COc1ccc(C(C(=O)NC2CCCCC2)N(C(=O)CCl)c2ccc(OC)cc2)cc1 (stereo not given)
→ 3	1.2	2	nt	-5	2.1	-0.2	nt	6	-21

The listing continues:
Fields – DAGLB inh	AddAB inh	Tat export inh	phage Ecoli inh	PfHsp90 yeast 2	E coli growth	CAL PDZ inh	Wnt bcat act	Rtt109 Vps75	PvdQ acylase
- CCn1c(SCC(=O)Nc2ccc3[nH]c(=O)[nH]c3c2)nnc1-c1ccccc1
→ 2	2.3	1	-0.5	1	0.2	-1.5	-1	4	-13
- COc1cccc(CN2C(=O)[C@@H]3Cc4c([nH]c5ccccc45)C(C)(C)N3C2=O)c1
→ -4	2.8	1	-1.6	-12	0.7	-0.3	-2	10	11
- CC(C)COc1ccc(C(=O)OCC(=O)NCc2cccs2)cc1
→ -6	0.8	4	1.2	-2	-1.9	-1.2	-4	-8	-5
- CCC1CCCCN1C(=O)CSc1nc(N)c(NC(=O)c2ccco2)c(=O)[nH]1 (stereo not given)
→ 3	-1.9	19	4.2	21	-0.9	-0.8	0	-6	-7
- NC1=NC[C@H](c2ccccc2)N1CCCCC1CCCCC1
→ 1	0.0	0	3.2	3	0.6	-1.2	-5	-10	-17
- O=C(O)c1ccc(N2CCCS2(=O)=O)cc1
→ 0	3.6	-5	0.3	22	1.5	-2.3	0	-10	-12
- CC(C)c1ccc(NC(=O)C2CCN(S(=O)(=O)c3ccc4c(c3)NC(=O)CO4)CC2)cc1
→ 3	3.0	-1	1.7	2	-0.7	-0.6	4	8	-7
- COc1ccc(CN(CCCN2CCOCC2)C(=O)Nc2ccccc2)cc1OC
→ 1	-1.9	-1	-0.6	6	-1.6	-2.6	nt	-7	-1
- Cc1cc2ncn(N)c2cc1C
→ 1	0.3	2	2.1	nt	2.1	-1.2	nt	-7	-4
- CCN(CC)C(=O)COc1coc(CN2CCN(c3ccc(F)cc3)CC2)cc1=O
→ -2	3.4	6	2.1	-30	-0.7	-0.9	-1	-4	-9
- COc1ccc(OCCNc2c([N+](=O)[O-])c(=O)oc3ccccc23)cc1
→ 3	1.9	3	2.2	28	-0.5	-1.3	-1	4	-28

Screening data: PubChem BioAssay, several laboratories
